KAT2A inh – qHTS Assay for Inhibitors of GCN5L2; Potency, µM (series often up to 58.9 µM), inactives show at the highest dose activity change, negative = inhibition, most hits filed as inhibitors; GCN5L2 HAT assay, ThioGlo1 CoA-SH fluorescence; actives 0.21% (n = 390,000)
Target sequence (Q92830 whole entry, looked up): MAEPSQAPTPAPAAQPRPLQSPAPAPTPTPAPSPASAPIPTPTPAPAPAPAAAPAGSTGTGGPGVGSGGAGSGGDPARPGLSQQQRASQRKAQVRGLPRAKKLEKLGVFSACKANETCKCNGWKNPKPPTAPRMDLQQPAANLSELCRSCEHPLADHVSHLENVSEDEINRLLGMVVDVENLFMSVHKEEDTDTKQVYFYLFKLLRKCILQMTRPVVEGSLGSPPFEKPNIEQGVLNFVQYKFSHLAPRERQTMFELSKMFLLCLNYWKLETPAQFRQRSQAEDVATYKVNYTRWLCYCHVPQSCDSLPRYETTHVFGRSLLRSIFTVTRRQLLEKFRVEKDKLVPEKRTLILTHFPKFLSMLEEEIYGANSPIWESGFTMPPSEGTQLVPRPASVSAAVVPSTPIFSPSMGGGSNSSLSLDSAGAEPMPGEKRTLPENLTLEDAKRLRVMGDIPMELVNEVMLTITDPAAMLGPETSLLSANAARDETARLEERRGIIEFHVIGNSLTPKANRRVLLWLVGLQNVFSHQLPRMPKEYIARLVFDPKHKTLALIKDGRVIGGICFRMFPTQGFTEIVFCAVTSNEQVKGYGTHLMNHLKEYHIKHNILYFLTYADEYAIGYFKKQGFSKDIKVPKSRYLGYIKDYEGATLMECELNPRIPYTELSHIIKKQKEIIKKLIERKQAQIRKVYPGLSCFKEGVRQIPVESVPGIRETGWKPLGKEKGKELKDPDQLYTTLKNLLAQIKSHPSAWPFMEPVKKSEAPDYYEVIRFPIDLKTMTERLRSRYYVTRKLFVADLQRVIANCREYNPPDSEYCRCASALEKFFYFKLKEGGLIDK
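GCN5L2 (20 nM) in 50mM HEPES pH 7.5, 0.1mM EDTA, 0.01% Tween-20 preincubated 15 min with compounds at room temperature. Reaction started with H3(1-25) 75uM, acetyl-CoA 70uM, ThioGlo1 50uM; CoA-thiol fluorescence (Ex340/Em540) read at 0 and 20 min.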
DT40 TDP1 no CPT – qHTS for Inhibitors of human tyrosyl-DNA phosphodiesterase 1 (TDP1): qHTS in cells in absence of CPT; DT40 Tdp1-/- hTDP1 cells, no CPT, ATP luminescence, 48 h; Potency, µM (highest dose often 46.2 µM), without a hit: top-dose activity change, negative = growth inhibition, actives largely listed as inhibitors; actives 15% (n = 420,000); AID 686978, 2013; also: nearly all actives have a fitted effect of over 55% in size
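No-CPT arm: Tdp1-/-;hTDP1 DT40 cells (400/well) plus compounds, incubated ≥48 hr at 37 °C. Readout CellTiter-Glo luminescence.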
TDP1 cell CPT – qHTS for Inhibitors of human tyrosyl-DNA phosphodiesterase 1 (TDP1): qHTS in cells in presence of CPT; Potency, µM (top dose mostly 46.2 µM), inactives show at the highest dose activity change, negative = growth inhibition, actives largely listed as inhibitors; chicken DT40 Tdp1-/-;hTDP1 cells + 20 nM CPT, ATP luminescence, 48 h; actives 12% (n = 420,000); also: nearly all actives have a fitted effect of over 55% in size
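Chicken DT40 Tdp1-/- cells complemented with human TDP1, 400 cells/well, exposed to compounds plus 20 nM camptothecin for at least 48 h at 37 C; viability read as ATP content by CellTiter-Glo luminescence.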
Starred values were filed as active, the others as inactive; ? = inconclusive; . = no result given; & = joins results of further samples; [ ] = another dose, or the depositor's remark. Calls follow the shape of the dose curve; as a rule, active = well fitted curve in the direction sought with a large enough effect; inconclusive = small, poorly fitted or top-dose-only effect, or another doubt; inactive = no such curve, though single readings can be large; an effect the other way counts as inactive or inconclusive. % is scaled to controls: 0 for no effect and ±100 for the full control effect; potency is read from the fitted curve at half-maximal effect. An excerpt; the hit share may differ from the screen's.

SMILES	KAT2A inh	DT40 TDP1 no CPT	TDP1 cell CPT
CN(NC(=O)Nc1ccccc1)c1cnn(C)c(=O)c1Cl	?	-56%	?
CCOc1ccccc1OCC(=O)Nc1ccccc1C(=O)NC1CC1	-11%	?	?
COCCCN1C(=O)C(=O)/C(=C(/O)c2ccc(S(=O)(=O)N3CCOCC3)cc2)C1c1ccc(C(C)C)cc1 (centres undefined)	-2%	-8%	3%
CCC1(C)CC(=O)N(c2ccc(F)c(Cl)c2)C(=O)C1	-5%	18%	0%
O=C(c1ccc2c(c1)CCN2S(=O)(=O)c1ccccc1)N1CCN(c2ccccc2F)CC1	-3%&-4%	-1%&-1%	-22%&-6%
COc1coc(C(O)C[N+](=O)[O-])cc1=O (centres undefined)	2%	?	29µM*
O=C(OC1CCc2ccccc2C1=O)c1ccccc1O (centres undefined)	-5%	16µM*	23µM*
COc1ccc(C(=O)OCC(=O)Nc2c(C)cccc2C)cc1	-18%	-24%	-8%
Cc1ccc(C(=O)NCC(=O)O)o1	-8%	1%	6%
CCN1C(=O)[C@H]2[C@@H](c3ccc(C)cc3)N3C(=O)N(c4cccc(Cl)c4)C(=O)[C@@]3(Cc3ccc(Cl)cc3)[C@H]2C1=O	-8%	?	?
CCn1c(COc2ccccc2C(N)=O)nc2ccccc21	-5%	?	-28%
O=C(NC1CC2CCC(C1)N2Cc1ccccc1)c1ccccc1Cl (centres undefined)	0%	0%	-14%
Cc1cc(C)c2[nH]c(=O)c(C(c3nnnn3Cc3ccc4c(c3)OCO4)N3CCCC3)cc2c1 (centres undefined)	-3%	2.3µM*	?
Clc1ccc(Cn2ccc(C3CC3)n2)cc1	0%	13%	2%
COc1ccc(OC)c(NC(=O)C2CC(=O)N(c3ccc(Br)cc3)C2)c1 (centres undefined)	-3%	3%	-5%
O=C(CN1Cc2ccccc2C1=O)Nc1ccc2c(c1)OCCO2	-13%	4%	15%
CC(=O)N[C@@H]1[C@@H](O)[C@@H]2OC(c3ccccc3)OC[C@H]2O[C@@H]1N=[N+]=[N-] (some centres undefined)	-5%	2%	0%
COCCCNC(=O)CSc1nc2c(sc3ccccc32)c(=O)n1CCc1ccccc1	-3%	-20%	-17%
NS(=O)(=O)c1ccc(NC(=O)C(Sc2ccccc2)c2ccccc2)cc1 (centres undefined)	-6%	?	?
Cc1cc(C)n2nc(-c3sccc3-n3cccc3)cc2n1	0%	?	?
COc1ccc(-n2c(-c3ccc(Cl)cc3)c[n+]3c2CCc2ccccc2-3)cc1	0%	2.3µM*	2.9µM*
CCC(=O)Nc1nnc(S(=O)(=O)N(C)Cc2ccccc2)s1	-5%	-10%	0%
COc1ccc(-c2noc(CCC(=O)NCC3CCCO3)n2)cc1OC (centres undefined)	-9%	4%	0%
Cc1ccc2nc3c(cc2c1)c(C)nn3-c1ccccc1	-6%	-19%	0%
COc1ccc(Nc2cc(C(=O)NCCCOC(C)C)c3ccccc3n2)c(OC)c1	-11%	16µM*	16µM*

New compounds follow.
SMILES	KAT2A inh	DT40 TDP1 no CPT	TDP1 cell CPT
Cc1cc(C(=O)Nc2cccc(C)c2C)c2c(C)nn(-c3cccc(F)c3)c2n1	22%	-21%	-2%
CC(=O)c1cccc(NC(=O)N2CCC(NC(=O)C34CC5CC(CC(C5)C3)C4)CC2)c1	-10%	?	3%
CC(=O)N1CCCc2ccccc21	-6%	-2%	-2%
CC(O)CNc1nc2ccccc2n1CC(=O)NCCc1ccc(Cl)cc1 (centres undefined)	-5%[0.501 µM]	?	?
CC1CN(C(=O)c2cc3cc([N+](=O)[O-])ccc3s2)CC(C)O1 (centres undefined)	-6%	-22%	7%
COCCn1c(=O)c(-c2cc(F)cc(F)c2)nc2cnc(Oc3ccc(OC)cc3)nc21	-19%	?	-17%
c1ccc(-n2nnc(-c3cccnc3)n2)cc1	-3%	-26%	-6%
CC1CCN(CCNC(=O)C2CCCN(S(=O)(=O)c3cccc4nsnc34)C2)CC1 (centres undefined)	-8%	1%	11%
O=C(/C=C/c1ccc(F)cc1)N1CCN(S(=O)(=O)/C=C/c2ccccc2)CC1	-5%	-7%	3%
CC(C)n1cc(/C=C/c2cc[n+](C)cc2)c2ccccc21	-5%	0.52µM*	0.52µM*
Cc1[nH]nc2c1C(c1ccc3c(c1)OCO3)C(C#N)=C(N)O2 (centres undefined)	-8%	?	?
O=C(C[n+]1c2ccccc2cc2ccccc21)c1ccc(F)cc1	.	10µM*	?
O=C(NNC(=O)c1cc(-c2ccco2)nc2ccccc12)c1ccccc1	-22%	?	-18%
CNC(=O)c1ccccc1NC(=O)c1cccc(S(=O)(=O)N2CCC(C)CC2)c1	-3%	16µM*	21µM*
CCOC(=O)c1sc(/N=C/c2ccc(O)cc2O)cc1C	-6%	-20%	-2%
CC(C)(C)C(=O)Cn1c[n+](N)cn1	-18%	2%	2%
Cc1cccc(C(=O)NCC2CCCO2)c1 (centres undefined)	-1%	2%	2%
CCc1ccc(C(CC(=O)c2ccc(Cl)cc2)C(=O)O)cc1 (centres undefined)	-9%	-4%	12%
Cc1ccc(OCC(=O)N2c3ccccc3NC(=O)C2(C)C)c([N+](=O)[O-])n1	0%	-13%	-6%
COc1ccc(C(=O)Nc2nc(-c3ccc([N+](=O)[O-])cc3)c(-c3ccc(OC)cc3)s2)cc1	0%	10µM*	?
CN(C)c1cccc(C(=O)NNC(=O)CN2C(=O)C3CC=CCC3C2=O)c1 (centres undefined)	-2%	-8%	11%
CCC1CN(C(=O)N2CCC(C(=O)NCc3ccc(OC)cc3OC)CC2)c2cc(C)ccc2O1 (centres undefined)	-16%	18µM*	?
Cc1ccc(C)c(N2CN(Cc3cccnc3)CNC2=S)c1	37%[activator]	-23%	0%
Cc1ccc(CN(Cc2ccco2)C(=O)COc2c(C)cc(C)cc2C)cc1	-11%	9.2µM*	23µM*
COc1cc(C=NNC(=O)c2cccnc2)ccc1OC(=O)c1ccccc1F	-2%	9%	7%

Additional records follow.
SMILES	KAT2A inh	DT40 TDP1 no CPT	TDP1 cell CPT
CSc1nc(-c2ccccc2)nc2c1COC(C)(C)C2	-6%	?	-25%
Cc1ccc(Sc2ccc(N3CCC(C(=O)Nc4ccc(C)c(F)c4)CC3)nn2)cc1	0%	?	-9%
CCCCCCOc1ccc(C(=O)O)cc1C#N	0%	-14%	1%
CCc1nc2ccccc2n1CC1CC1(Cl)Cl (centres undefined)	2%	-10%	1%
O=C(Nc1nnc(-c2ccc3c(c2)CCCC3)o1)c1ccccc1Cl	-12%	16µM*	?
COC(=O)C1CCCCN1C(=O)CCc1nnc(CCc2c[nH]c3ccccc23)o1 (centres undefined)	1%	-30%	?
ClC(CCN1CCN(Cc2ccccc2)CC1)c1ccccc1 (centres undefined)	.	?	?
O=C(Nc1ccc(S(=O)(=O)N2CCOCC2)cc1)C1CCN(S(=O)(=O)c2ccccc2)CC1	-10%	16µM*	?
CS(=O)(=O)CCC(C(=O)OCc1ccc(Br)cc1)N1C(=O)c2ccccc2C1=O (centres undefined)	2%	-25%	?
CCOc1ccccc1NC(=O)N1CCC(c2nc3ccccc3[nH]2)CC1	0%	?	?
COc1ccc(N(C(=O)c2snc(C(N)=O)c2N)C(C(=O)NCc2ccccc2)c2ccc(F)cc2)c(OC)c1 (centres undefined)	-8%	?	26µM*
Cc1ccc2ncnc(NCc3ccco3)c2c1	.	4.5µM*	7.1µM*
COc1cccc(NC(=O)c2sc3nc(N4CCOCC4)c4c(c3c2N)CC(C)(C)OC4)c1	-1%	6.5µM*	5.8µM*
O=c1c2c(nc3n1CCCCC3)-c1ccccc1CC21CCCCC1	-2%	?	?
C=CCn1c(CNC(=O)c2ccccc2F)nnc1SCC(=O)NC(C)c1ccccc1 (centres undefined)	-5%	-1%	0%
CS(=O)(=O)N1CCN(c2ccc(C(=O)N3CCOCC3)cc2[N+](=O)[O-])CC1	-4%	-19%	-5%
COc1ccc(CNCc2ccc3c(c2)n(C)c(=O)n3C)cc1	-4%	?	?
Cc1ccc(C)c(N2CCN(C(=O)C3CCN(S(=O)(=O)c4ccc5[nH]c(=O)oc5c4)CC3)CC2)c1	-5%	26µM*	23µM*
O=C(O)CCCC(=O)N1N=C(c2ccco2)CC1c1ccco1 (centres undefined)	0%	-3%	1%
Cc1ccc(S(=O)(=O)N(C)CC(=O)O/N=C(\N)c2ccccn2)cc1	12%	0%	-11%
COc1cccc(-n2cc(C(=O)Nc3cccc(C(F)(F)F)c3)c3ccccc3c2=O)c1	-10%	?	16µM*
O=C(OCc1nnc(-c2cccs2)o1)C1=NN(c2ccccc2)C(=O)CC1	-2%	?	3%
O=C(/C=C/c1ccco1)NC(=S)Nc1ccccc1O	-10%	18µM*	?
Cc1ccc(C)c(NC(=S)NCCCN2CCOCC2)c1	-2%	-11%	1%
COc1ccc(CCN(C)C(=O)CCNC(=O)c2ccc(Br)cc2)cc1OC	0%	-20%	-1%

(more compounds)
SMILES	KAT2A inh	DT40 TDP1 no CPT	TDP1 cell CPT
Cc1ccc(OCC(=O)NNC(=O)CSc2ncnc3sc(C)c(C)c23)cc1	-7%	-20%	?
CC(=O)N1N=C(c2ccc(C)o2)CC1c1ccc(F)cc1 (centres undefined)	31%[activator]	-18%	-15%
O=C(CCC(=O)N1Cc2ccccc2Oc2ncccc21)Nc1ccc(Cl)cc1	-7%	?	?
COc1ccc(N2CC(NC(=O)C(c3ccccc3)c3ccccc3)CC2=O)cc1OC (centres undefined)	-5%	?	?
c1cncc(-c2nc(N3CCOCC3)c3ccccc3n2)c1	-11%	35µM*	?
O=c1[nH]c2cc3c(cc2cc1CN(CCO)S(=O)(=O)c1ccccc1)OCCO3	-7%	-28%	-12%
CC(Cc1ccccc1)C(=O)N(C)Cc1cccnc1 (centres undefined)	2%	-5%	-4%
CC(NC(=O)c1cnn2c1NC(=C1CC1)C=C2C(F)F)c1ccncc1 (centres undefined)	.	-8%	-21%
COc1ccc(Cl)cc1NC(=O)CN1CCc2ccccc21	-1%	?	-11%
COc1cc(NC(=O)CSc2nc3cc(C)ccc3cc2C)c(C(=O)O)cc1OC	-1%	-16%	4%
Cc1nc(SCc2ccccc2)[nH]c(=O)c1CC(=O)OCC(C)C	0%	-1%	-7%
Cc1ccc(NC(=O)CNc2cccc(S(=O)(=O)N3CCOCC3)c2)cc1F	2%	?	?
CCc1ccc2c(c1)NC(c1ccc(OC)cc1)=NC(c1ccncc1)=N2	-11%	?	?
CN(C)c1nn(C(=O)Nc2ccc(Cl)cc2Cl)cc1-c1ccccc1	-2%	-5%	-1%
COC(=O)c1c(-c2cccs2)csc1NC(=O)c1ccc(C)cc1	?	?	4%
Cc1cc(C)nc(SCC(=O)NN=Cc2ccc(C)o2)n1	-8%	-10%	0%
CCn1c(SCC(=O)N2CCc3ccccc32)nnc1-c1ccncc1	-19%	-23%	-16%
CSc1nc(-c2ccccc2)nc(C(C)C)n1	1%	?	?
CC(C)c1nnc(SCC(=O)N2CCc3ccccc32)n1C	1%	-24%	5%
Cc1ccccc1OCCC(=O)Nc1c(C)n(C)n(-c2ccccc2)c1=O	-2%	1%	-1%

Compounds listed so far containing fluorine, in the order listed:
SMILES	KAT2A inh	DT40 TDP1 no CPT	TDP1 cell CPT
CCC1(C)CC(=O)N(c2ccc(F)c(Cl)c2)C(=O)C1	-5%	18%	0%
O=C(c1ccc2c(c1)CCN2S(=O)(=O)c1ccccc1)N1CCN(c2ccccc2F)CC1	-3%&-4%	-1%&-1%	-22%&-6%
Cc1cc(C(=O)Nc2cccc(C)c2C)c2c(C)nn(-c3cccc(F)c3)c2n1	22%	-21%	-2%
COCCn1c(=O)c(-c2cc(F)cc(F)c2)nc2cnc(Oc3ccc(OC)cc3)nc21	-19%	?	-17%
O=C(/C=C/c1ccc(F)cc1)N1CCN(S(=O)(=O)/C=C/c2ccccc2)CC1	-5%	-7%	3%
O=C(C[n+]1c2ccccc2cc2ccccc21)c1ccc(F)cc1	.	10µM*	?
COc1cc(C=NNC(=O)c2cccnc2)ccc1OC(=O)c1ccccc1F	-2%	9%	7%
Cc1ccc(Sc2ccc(N3CCC(C(=O)Nc4ccc(C)c(F)c4)CC3)nn2)cc1	0%	?	-9%
COc1ccc(N(C(=O)c2snc(C(N)=O)c2N)C(C(=O)NCc2ccccc2)c2ccc(F)cc2)c(OC)c1 (centres undefined)	-8%	?	26µM*
C=CCn1c(CNC(=O)c2ccccc2F)nnc1SCC(=O)NC(C)c1ccccc1 (centres undefined)	-5%	-1%	0%
COc1cccc(-n2cc(C(=O)Nc3cccc(C(F)(F)F)c3)c3ccccc3c2=O)c1	-10%	?	16µM*
CC(=O)N1N=C(c2ccc(C)o2)CC1c1ccc(F)cc1 (centres undefined)	31%[activator]	-18%	-15%
CC(NC(=O)c1cnn2c1NC(=C1CC1)C=C2C(F)F)c1ccncc1 (centres undefined)	.	-8%	-21%
Cc1ccc(NC(=O)CNc2cccc(S(=O)(=O)N3CCOCC3)c2)cc1F	2%	?	?

Screening results as filed in PubChem BioAssay.
